Rin1 Abl inh = human Rin1-Abl interaction inhibition; hit rate 0.4% among 360,000; inhibition, % at 7.35 µM; TR-FRET Rin1/Abl binding, biochemical; in the data active = inhibition above about 5%, passing the limit was not always enough
CSN inh = inhibitors of human CSN-mediated cullin deneddylation | Q92905 | Purified CSN, SCF-Nedd8-OG deneddylation, fluorescence polarization | inhibition, % at 12.5 µM | hit rate 0.38% among 360,000 | AID 651999;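 active = pattern-corrected inhibition above about 35%, with an unprinted fluorescence ratio check between 0.5 and 1.5, limit read from the data, passing the limit was not always enough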;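 also: 0% = enzyme with substrate and 100% = substrate without enzyme; some results filed as inactive read as strong as hits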
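Schedule: reaction 90 min, room temperature / Assay system: HEK293T-derived human Csn5 enzyme / Input: Csn5 at 0.24 nM final / Measure: inhibition of Csn5 cleavage, % / Control set: substrate-only high control, full reaction low control / Technique: fluorescence polarization of the substrate / Buffer or medium: Tris/NaCl/DTT buffer, pH 7.5 / Reagent: SCFSkp2-Nedd8OG substrate at 10 nM final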
LMPTP inh = blocks human LMPTP phosphatase. AID 651560. recombinant LMPTP-A, OMFP fluorogenic substrate, fluorescence intensity. P24666. inhibition, % at 20 µM. hit rate 0.22% among 360,000;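 active = compounds that cut the enzyme signal by at least half of the control window in the single-dose screen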;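 also: plate controls were DMSO wells with enzyme plus substrate for no effect and substrate without enzyme for full effect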
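Material: LMPTP-A; amount: 0.625 nM enzyme; doses: single 20 µM dose; times: reaction 50 min, room temperature, dark; technique: fluorescence intensity of OMFP turnover product; benchmarks: no-enzyme and uninhibited controls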
DNMT1 inh = blocks human DNA methyltransferase DNMT1; DNMT1 molecular beacon, Hinp1I cleavage, fluorescence; inhibition (reported as % activation of signal), % at 10 µM; hit rate 0.83% among 360,000; AID 588458; in the data active = inhibition above about 50%
Neddyl block = blocks human cullin neddylation; calls only at 25 µM; hit rate 0.58% among 360,000; AID 651699; TR-FRET cullin neddylation, biochemical; P61081+Q13564; in the data active = inhibition above about 36%
Target sequence (P61081 whole entry, looked up): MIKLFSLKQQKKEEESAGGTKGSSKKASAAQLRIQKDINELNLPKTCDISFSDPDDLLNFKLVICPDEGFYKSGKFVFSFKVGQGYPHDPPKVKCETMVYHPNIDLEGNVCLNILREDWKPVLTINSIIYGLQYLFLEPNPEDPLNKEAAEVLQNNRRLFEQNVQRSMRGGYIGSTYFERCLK
Target sequence (Q13564 whole entry, looked up): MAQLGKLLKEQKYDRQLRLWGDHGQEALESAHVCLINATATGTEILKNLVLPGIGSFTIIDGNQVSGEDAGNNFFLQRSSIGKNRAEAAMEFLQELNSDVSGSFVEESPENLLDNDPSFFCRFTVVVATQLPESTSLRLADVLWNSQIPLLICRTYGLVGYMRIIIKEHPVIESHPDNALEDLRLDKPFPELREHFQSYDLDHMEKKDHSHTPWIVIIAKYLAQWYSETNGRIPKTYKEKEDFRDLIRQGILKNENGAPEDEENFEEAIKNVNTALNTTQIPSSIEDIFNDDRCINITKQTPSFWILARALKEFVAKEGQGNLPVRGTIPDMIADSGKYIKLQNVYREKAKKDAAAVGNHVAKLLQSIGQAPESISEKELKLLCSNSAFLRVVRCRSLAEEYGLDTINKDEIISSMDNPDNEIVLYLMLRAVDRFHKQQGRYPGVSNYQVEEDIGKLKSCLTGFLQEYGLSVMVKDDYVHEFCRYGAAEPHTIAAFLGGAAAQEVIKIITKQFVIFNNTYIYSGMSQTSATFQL
NadD inh = inhibitors of Staphylococcus aureus NadD; purified NadD enzyme, colorimetric absorbance read-out; inhibition, % at 20 µM; hit rate 0.78% among 360,000; in the data active = inhibition above about 26%; also: some compounds past the cut are filed as inactive
STEP block = STEP (human) phosphatase inhibition. hit rate 0.25% among 360,000. AID 588621. P54829. inhibition, % at 20 µM. recombinant STEP, OMFP fluorogenic substrate, fluorescence;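 active = inhibition at 20 µM, scaled per plate between control wells, above about 37%, limit read from the data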;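 also: 0% = DMSO with enzyme and substrate and 100% = substrate only without enzyme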
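Material: STEP (striatal-enriched tyrosine phosphatase) enzyme, cell-free; Compound dosing: 20 µM single dose in 1% DMSO; Technique: fluorescence read at 480 nm ex / 540 nm em; Times: reaction 20 min, ambient temperature; Medium: 50 mM Bis-Tris pH 6.0 with 2.5 mM DTT and 0.005% Tween 20; Also added: OMFP at 25 µM.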
Rpn11 block = Rpn11 (human) deubiquitinase inhibition | hit rate 0.59% among 360,000 | calls only at 20 µM | human 26S proteasome, Ub4-pepOG fluorescence polarization; 20S core pre-blocked with epoxomicin;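 active = inhibition at 20 µM, scaled to each plate's controls, above about 33%, limit read from the data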
Target sequence (O00487 whole entry, looked up): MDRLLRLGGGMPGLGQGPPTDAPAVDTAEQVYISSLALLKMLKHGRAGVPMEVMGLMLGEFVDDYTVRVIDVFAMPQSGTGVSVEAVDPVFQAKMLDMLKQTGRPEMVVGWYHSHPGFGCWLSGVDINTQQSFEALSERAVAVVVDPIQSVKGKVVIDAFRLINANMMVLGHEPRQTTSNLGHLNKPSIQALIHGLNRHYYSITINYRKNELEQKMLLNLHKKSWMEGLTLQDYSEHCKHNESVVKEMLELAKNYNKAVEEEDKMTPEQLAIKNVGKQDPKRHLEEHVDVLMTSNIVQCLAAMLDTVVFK
SUMO1 PPI mod = SUMO1-SIM interaction modulation. SUMO1 binding to a labelled peptide, TR-FRET, 1 h. inhibition, % at 20 µM. hit rate 0.33% among 360,000. AID 602429; in the data active = inhibition above about 37%
Scp-1 inhibitor = inhibitors of human Scp-1 phosphatase; Q9GZU7; hit rate 0.88% among 340,000; AID 493091; inhibition, % at 20 µM; Recombinant Scp1, phosphopeptide, malachite green phosphate absorbance;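 active = inhibition above about 50% at 20 µM, limit read from the data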;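 also: plate controls were DMSO wells with enzyme for no effect and wells lacking enzyme for full effect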
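Incubation: 45 min enzyme reaction at room temperature / System: truncated SCP-1 phosphatase (76-261aa) / Reagent: Phospho 17-mer peptide substrate / Buffer or medium: Acidic Tris acetate buffer with magnesium and detergent / Signal: absorbance at 630 nm / Doses: one concentration, 20 µM, with 1.0% DMSO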
Starred values were filed as active, the others as inactive; i = inactive; nt = no result given. Random draw from the library. Share with any hit: about 3.8%.

nr	molecule	Rin1 Abl inh	CSN inh	LMPTP inh	DNMT1 inh	Neddyl block	NadD inh	STEP block	Rpn11 block	SUMO1 PPI mod	Scp-1 inhibitor
1	Cc1c(NS(=O)(=O)c2ccc(N3CCCCC3)c([N+](=O)[O-])c2)c(=O)n(-c2ccccc2)n1C	-3	-2	-0.9	4	i	0	3	i	-18	-1
2	Cc1ccc2nc(-c3ccncc3)cc(-c3ccccc3)c2c1	-1	5	3.6	0	i	-4	-3	i	-6	0
3	Cc1cccc(NC(=O)CSc2nc3[nH]ncc3c(=O)[nH]2)c1	-1	-3	-1.7	7	i	-2	2	i	0	-9
4	c1ccc(-c2cc3nc(NCc4cccs4)ccn3n2)cc1	3	-2	2.8	-16	nt	2	0	i	1	nt
5	CCOC(=O)/C=C1\SCC(=O)N1CC(=O)NC(C)c1ccc(F)cc1 (stereo not drawn)	2	13	-2.5	4	i	1	1	i	3	1
6	Cc1ccc(Cl)cc1N1CCN(Cc2cc(=O)n3ccsc3n2)CC1	-8	-4	-0.8	0	i	1	-1	i	-1	0
7	Cc1cc(C)n(Cc2ccccc2F)c(=O)c1C#N	7	0	-0.7	0	i	-4	2	i	1	-7
8	Cc1nc(C)n(C(C)CNC(=O)c2ccccc2)n1 (stereo not drawn)	2	-3	-1.4	1	i	0	-2	i	0	-7
9	CCCCC(=O)Oc1c(S(=O)(=O)c2ccccc2)c(C)nn1C(C)(C)C	-2	2	-0.2	1	i	-8	-1	i	0	-6
10	COc1cccc2cc(C(=O)NC3CC4CCC3C4)oc12 (stereo not drawn)	-1	1	-0.4	13	i	0	-1	i	0	-8
11	CCc1cccc(C)c1NS(=O)(=O)c1cc(Br)cnc1N	3	3	1.3	-4	i	-4	-1	i	3	5
12	COc1ccccc1N1CCN(S(=O)(=O)/C=C/c2ccccc2)CC1	2	-6	1.3	-3	i	6	2	i	2	-8
13	COc1cccc(NC(=O)CN(C)CC(=O)c2c(C)[nH]c3ccccc23)c1	-1	-2	1.2	-7	i	-1	-2	i	4	-10
14	CC1CC(C)CN(C(=O)/C(=C\c2ccccc2)c2ccccc2)C1 (stereo not drawn)	-2	-8	0.3	8	i	0	4	i	-1	-2
15	C=CCNC(=O)C1CCN(C(=O)c2ccc(-c3ccccc3)cc2)CC1	5	-3	0.1	-2	i	-5	1	i	2	4
16	COc1cccc(-c2nnc(NC(C)=O)o2)c1	2	1	-1.7	-2	i	-3	-3	i	0	3
17	Cc1nn(CC(=O)N(C)Cc2ccccc2)c(=O)c2cccn12	0	-1	-0.7	4	i	1	1	i	-6	-4
18	CCC(C)(C)NC(=O)CN(Cc1ccc(F)cc1)C(=O)CCC(=O)Nc1ccccn1	2	3	-0.4	0	i	1	0	i	3	0
19	Cc1ccc(S(=O)(=O)N(C)CC(=O)NCCCn2ccnc2)cc1	0	0	-3.1	0	i	-1	1	i	3	-5
20	O=[N+]([O-])c1ccc(/C=C/c2nc3ccc([N+](=O)[O-])cc3[nH]2)cc1	-4	1	26	-4	i	15	2	i	-20	-7
21	Cn1c(=O)c2c(nc(N/N=C/c3cccs3)n2C)n(C)c1=O	-2	-6	1.8	5	i	-7	-4	i	-6	-7
22	COCCN(C(=O)c1cc2c(s1)CCCCC2)c1c(N)n(Cc2ccccc2)c(=O)[nH]c1=O	-3	1	-0.3	0	i	5	-1	i	9	-14
23	CCOc1ccccc1O[C@H](c1ccccc1)[C@H]1CNCCO1	-1	-5	-0.6	-4	i	2	2	i	-12	-9
24	CCOC(=O)/C(=C\C=C1/Sc2ccccc2N1CC)C(C)=O	-37	77	13	33	i	4	-25	nt	-42	-5

Looked up by structure from above:
nr	molecule	Rin1 Abl inh	CSN inh	LMPTP inh	DNMT1 inh	Neddyl block	NadD inh	STEP block	Rpn11 block	SUMO1 PPI mod	Scp-1 inhibitor
24	CCOC(=O)/C(=C\C=C1/Sc2ccccc2N1CC)C(C)=O	-37	77	13	33	i	4	-25	nt	-42	-5
18	CCC(C)(C)NC(=O)CN(Cc1ccc(F)cc1)C(=O)CCC(=O)Nc1ccccn1	2	3	-0.4	0	i	1	0	i	3	0
19	Cc1ccc(S(=O)(=O)N(C)CC(=O)NCCCn2ccnc2)cc1	0	0	-3.1	0	i	-1	1	i	3	-5
23	CCOc1ccccc1O[C@H](c1ccccc1)[C@H]1CNCCO1	-1	-5	-0.6	-4	i	2	2	i	-12	-9

Record cards, as listed above.
CCC(C)(C)NC(=O)CN(Cc1ccc(F)cc1)C(=O)CCC(=O)Nc1ccccn1 across the screens: Rin1 Abl inh = 2; CSN inh = 3; LMPTP inh = -0.4; DNMT1 inh = 0; Neddyl block = i; NadD inh = 1; STEP block = 0; Rpn11 block = i; SUMO1 PPI mod = 3; Scp-1 inhibitor = 0
O=[N+]([O-])c1ccc(/C=C/c2nc3ccc([N+](=O)[O-])cc3[nH]2)cc1 across the screens: Rin1 Abl inh = -4; CSN inh = 1; LMPTP inh = 26; DNMT1 inh = -4; Neddyl block = i; NadD inh = 15; STEP block = 2; Rpn11 block = i; SUMO1 PPI mod = -20; Scp-1 inhibitor = -7

Remaining list, next part
nr	molecule	Rin1 Abl inh	CSN inh	LMPTP inh	DNMT1 inh	Neddyl block	NadD inh	STEP block	Rpn11 block	SUMO1 PPI mod	Scp-1 inhibitor
25	CCc1ccc(C(C)NC(=O)c2cccs2)cc1 (stereo not drawn)	2	-1	1.4	-1	i	-2	-2	i	1	-6
26	COc1ccc(C(=O)C[n+]2cccc3cc(C)ccc32)cc1	1	-4	0.4	-6	i	-4	2	nt	-26	-3
27	COc1cccc(O[C@@H]2O[C@@H]3COC(C)(C)O[C@H]3[C@H](O)[C@H]2NC(C)=O)c1	0	24	-0.3	-1	i	-6	1	i	-1	-17
28	COc1ccc(N2CC(C(=O)OCC(=O)c3ccc(C)cc3)CC2=O)cc1 (stereo not drawn)	0	-1	-1.5	3	i	0	1	i	1	-3
29	COc1ccc(CN=C2NC(=O)CC(C(=O)Nc3ccccc3C)S2)cc1 (stereo not drawn)	3	0	-0.2	-1	i	5	1	i	-1	10
30	CC(C)(C)OC(=O)N1CCC[C@H]1C(=O)NCc1ccc(Cl)cc1Cl	0	4	-0.2	-2	i	-3	1	i	0	-2
31	COc1cc(OC)cc(C(=O)N2CCCC(c3nc(-c4ccc(C)o4)no3)C2)c1 (stereo not drawn)	3	-2	-0.5	-1	i	-6	3	i	0	-3
32	CSc1cccc(NC(=O)c2nnn(CC(=O)Nc3cc(C)cc(C)c3)c2N)c1	-3	2	1.2	33	i	2	0	i	-3	-9
33	CNc1cc(-c2c(OC)cccc2OC)ncn1	-2	2	-1.8	6	i	1	-3	i	-3	nt
34	CCCNC(=O)C1(C)CCCN(C(=O)COCc2ccccc2)C1 (stereo not drawn)	4	7	-1.6	2	i	-4	0	i	3	nt
35	COc1cccc(CNC(=O)CCNS(=O)(=O)c2cccc3nsnc23)c1	3	-6	0.1	2	i	-10	-3	i	-18	-2
36	O=C(OCc1cccc([N+](=O)[O-])c1)c1cccnc1Cl	1	6	-0.6	1	i	-6	1	i	-25	-4
37	CCOC(=O)C1(CCc2ccccc2)CCN(C(=O)C(C)n2cncn2)CC1 (stereo not drawn)	0	-3	0.5	-1	i	-2	-6	i	2	-1
38	COc1ccc(Cn2ccnc2SCC(=O)NC2CCCCC2)cc1	-2	4	0.6	2	i	-2	0	i	1	-1
39	O=S(=O)(Nc1ccccc1N1CCCCC1)c1ccc(F)cc1F	3	-2	1.3	-3	i	2	-1	i	3	2
40	COc1ccc(C)cc1NC(=O)C(Sc1nnnn1C)c1ccccc1 (stereo not drawn)	-2	-6	-0.2	-2	i	-9	-2	i	2	-6

The list goes on, starting with the last two of the part before.
nr	molecule	Rin1 Abl inh	CSN inh	LMPTP inh	DNMT1 inh	Neddyl block	NadD inh	STEP block	Rpn11 block	SUMO1 PPI mod	Scp-1 inhibitor
39	O=S(=O)(Nc1ccccc1N1CCCCC1)c1ccc(F)cc1F	3	-2	1.3	-3	i	2	-1	i	3	2
40	COc1ccc(C)cc1NC(=O)C(Sc1nnnn1C)c1ccccc1 (stereo not drawn)	-2	-6	-0.2	-2	i	-9	-2	i	2	-6
41	O=C(Cc1ccc([N+](=O)[O-])cc1)N/N=C/c1ccccc1F	-2	2	0.2	-1	i	-5	0	i	-5	-15
42	O=C(C=C1SCCS1)/C=C/c1ccco1	2	34	34	88*	i	9	6	i	2	76*
43	CS(=O)(=O)NN1C(=O)c2ccccc2NC1c1cccc2cccnc12 (stereo not drawn)	-1	0	-0.6	2	i	-2	-4	i	3	-1
44	COC(=O)c1ccc(NC(=S)NC(=O)C2CCC2)cc1	5	2	-1.0	0	i	0	-3	i	6	-6
45	COC(=O)c1ccc(OC(=O)CN2C(=O)c3ccccc3C2=O)cc1	1	1	-2.2	-2	i	-5	2	i	-3	-6
46	C/C=C/c1ccc(OCCCn2cncn2)c(OC)c1	3	4	-0.6	4	i	8	2	i	0	-7
47	Cn1c(CS(=O)Cc2c(Cl)cccc2Cl)nnc1SCc1c(Cl)cccc1Cl (stereo not drawn)	0	3	3.2	0	i	-5	-1	i	0	-1
48	COc1ccccc1CNC(=O)CN1C(=O)NC2(CCCC2)C1=O	-3	-3	-0.2	-2	i	8	-3	i	4	7
49	Cn1c(=NC(=O)COc2ccccc2)sc2ccccc21	2	2	-1.5	1	i	-9	-3	i	23	-11
50	O=[N+]([O-])c1cccc(S(=O)(=O)Nc2cccc(-c3ccc(N4CCCC4)nn3)c2)c1	-5	-3	2.1	-2	i	20	1	i	-12	3
51	O=c1[nH]c(CO)nc2c1oc1ccccc12	-1	-2	-0.9	5	i	-2	8	i	9	-4
52	CC1=C(C(=O)OC2CCCC2)C(c2ccc(C)o2)C2=C(CC(c3cccs3)CC2=O)N1 (stereo not drawn)	-1	-3	9.3	-8	i	25	6	i	-3	0

Structures listed so far shown as hits in Scp-1 inhibitor:
nr	molecule	Rin1 Abl inh	CSN inh	LMPTP inh	DNMT1 inh	Neddyl block	NadD inh	STEP block	Rpn11 block	SUMO1 PPI mod	Scp-1 inhibitor
42	O=C(C=C1SCCS1)/C=C/c1ccco1	2	34	34	88*	i	9	6	i	2	76*

Screening data: PubChem, several laboratories
